M. tuberculosis HTS: M. tuberculosis growth inhibition, HTS (AID 449762) | M. tuberculosis H37Rv growth inhibition, 7H9 media; higher % means a stronger effect | one-dose inhibition, % at 25 µM; IC50 in µM for titrated hits | 330,000 tested, 0.59% active; in the data active means a potency from the dose series; inconclusive means inhibition above about 70% without an active follow-up result;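 further: bacterial growth assessed after seven days of incubation; strong numbers were not always called active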
M. tuberculosis: growth inhibition of non-replicating M. tuberculosis (AID 488890); Mycobacterium tuberculosis non-replicating, growth inhibition; higher % means a stronger effect; inhibition, % at 25 µM; hits with a dose series show IC50 in µM; 320,000 tested, 0.39% active; in the data active means a potency from the dose series; inconclusive means inhibition mostly from about 82% at the one dose, without a potency; inactive means the rest, 99 in 100 with inhibition below about 76%;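 further: plate controls were DMSO cells for no effect and high antibiotic wells for full effect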
influenza NS1A: H1N1 influenza NS1A inhibitors, functional cell based assay (AID 504329) | NS1A functional cell-based assay, percent inhibition; higher % means a stronger effect | inhibition, % at 12.5 µM, or IC50 in µM where a hit was titrated | 340,000 tested, 0.3% active; in the data active means a potency from the dose series; inconclusive means inhibition above about 27% without an active follow-up result; further: strong numbers were not always called active
Salmonella PhoP GFP: PhoP regulon inhibitors, Salmonella typhi PhoP promoter GFP reporter, confirmatory (AID 1850). Salmonella Typhi PhoP-promoter GFP reporter, fluorescence, 4 h; higher % means a stronger effect. inhibition, % at 50 µM, or IC50 in µM where a hit was titrated. 310,000 tested, 0.33% active; in the data active means a potency from the dose series; inconclusive means inhibition mostly from about 25% at the one dose, without a potency; inactive means the rest, 99 in 100 with inhibition below about 19%;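 further: 0% = induced wells with vehicle and 100% = uninduced wells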
inhibitors of VEEV: inhibitors of VEEV TC-83 cytopathic effect, confirmation, Vero cells (AID 588727); inhibition, % at 20 µM, or IC50 in µM where a hit was titrated; Vero cells, VEEV TC-83 cytopathic effect inhibition; higher % means a stronger effect; 350,000 tested, 0.13% active; in the data active means a potency from the dose series; inconclusive means inhibition mostly from about 14% at the one dose, without a potency; inactive means the rest, 99 in 100 with inhibition below about 12%; further: strong numbers were not always called active
inhibitors of VEEV 10K pilot screen: further read-out of inhibitors of VEEV, marked with its call; inhibition, %; measured here: 10K pilot screen inhibition
Starred values were filed as active, the others as inactive; i = inactive; ? = inconclusive; . = not tested or not shown.

SMILES	M. tuberculosis HTS	M. tuberculosis	influenza NS1A	Salmonella PhoP GFP	inhibitors of VEEV	others
CSc1nc(S(C)(=O)=O)nc2[nH]c(=O)[nH]c12	.	.	2%	.	4.4%
O=C1NCC(O)=C1C=NCCCO	-4%	1%	8%	-11%	1.1%
Cc1cc(NC(=O)CCC(=O)N(Cc2ccco2)C2(C(=O)NC3CCCCC3)CCCC(C)C2)no1 (stereo not given)	0%	25%	5%	5%	1.8%
CCCCCn1c(=O)[nH]c2cc(C(=O)NCCCN(CC)CC)ccc2c1=O	-9%	18%	9%	-1%	0.7%
C[C@H]1CN([C@@H](C)CO)C(=O)Cc2cc(NC(=O)CCC(F)(F)F)ccc2O[C@H]1CN(C)C(=O)Nc1ccc(F)cc1	-3%	10%	2%	.	0.1%
O=C(COC(=O)CCN1C(=O)c2ccccc2C1=O)Nc1ccc(S(=O)(=O)N2CCCC2)cc1	-5%	-10%	1%	7%	i
Cc1ccc(N(C)C(=O)CCNC(=O)Cn2cnc3ccccc3c2=O)cc1C	4%	-9%	-2%	17%	i
COc1cc2c(c(OC)c1OC)-c1c(cc(OC)c(OC)c1OC)C[C@](C)(O)[C@@H](C)C2	5%	0%	5%	10%	1.2%
COC(=O)[C@@]1(Cc2ccccc2)C=C[C@@H](C)N1C(C)=O	-1%	1%	-12%	5%	0.3%	inhibitors of VEEV 10K pilot screen=0.1
O=C(NCc1cccnc1)NC(C(F)(F)F)C(F)(F)F	-12%	-3%	-1%	-2%	0.7%
Cc1ccc(NC(=O)C(c2ccccc2)N2CCN(C(=O)c3ccco3)CC2)cc1Cl (stereo not given)	-12%	8%	2%	.	1.2%
CCOC(=O)c1nc2ccccc2s1	?	?	-14%	7%	i
O=C(N/N=C/c1cc([N+](=O)[O-])ccc1O)c1ccc(COc2ccc3c(c2)CCC3)o1	11%	1%	-11%	-4%	9.9%
Cc1cccc(/C(N)=N/OC(=O)COc2ccccc2Cl)c1	4%	48%	-14%	-14%	10%
CCOc1ccc(C2CC(c3ccccc3)Nc3nc(N)nn32)cc1 (stereo not given)	-6%	-3%	-5%	3%	0.7%
Cc1ccc(/C=N/NC(=O)c2ccoc2C)s1	-3%	-2%	2%	1%	2.7%
N#Cc1cnn2c3c(cnc12)C(=O)N1CCc2ccccc2C1C3 (stereo not given)	5%	-12%	3%	2%	1.2%
Cn1nc2sc3ccccc3n2c(=O)c1=O	-5%	-6%	-25%	8%	0.8%
CC(C)COc1ccc(C(=O)Nc2ncn[nH]2)cc1	1%	41%	-1%	-165%	i
Cc1cccc(C)c1NC(=O)Cn1nc(-c2ccc(Cl)s2)ccc1=O	3%	4%	-4%	6%	i
CCCn1nnc(NC(=O)c2ccc(Br)cc2)n1	1%	73%	-4%	-5%	0.3%
COc1ccc2nc3ccccc3nc2c1NC(=O)c1ccc(Br)cc1	-2%	-7%	0%	-25%	i
CC(C)(C)N(Cc1ccccc1)C(=O)CN1C(=O)c2ccccc2C1=O	10%	-10%	1%	0%	0.8%
COc1ccc(N2CC(C(=O)OCC(=O)c3ccccc3)CC2=O)cc1 (stereo not given)	-7%	-7%	-7%	0%	2.4%
COCc1cc(C)n(CC(=O)Nc2ccc(N3CCOCC3)cc2)c(=O)c1C#N	-2%	-10%	-9%	-6%	i
COc1ccc(C(=O)Nc2ccc(S(=O)(=O)N3CCCC3)cc2)cc1	15%	8%	4%	7%	0.7%	inhibitors of VEEV 10K pilot screen=1.2
COc1ccc(CNC(=O)C[C@H]2C(=O)N(c3ccccc3)C[C@@H]2Cc2ccccc2)cc1	1%	17%	-2%	12%	0.8%	inhibitors of VEEV 10K pilot screen=1.6
Cc1cnc(C(=O)OCc2nc3ccccc3o2)cn1	4%	-8%	-4%	.	i
c1ccc(-c2ccc(-c3nc(-c4ccccn4)no3)cc2)cc1	?	37%	23%	16%	0.3%
CC(=O)OC1CC2(C)C(CCC2(O)C(C)=O)C2CCC3C(Cl)C(=O)CCC3(C)C12 (stereo not given)	.	.	-12%	.	2.8%
Cc1ccc(NC(=O)C2CCCNC2=O)nc1 (stereo not given)	-5%	4%	-3%	-2%	2.4%
COc1ccc(OCc2nc3c4c(ncn3n2)-c2ccccc2CC42CCCC2)cc1	7%	-3%	-9%	-5%	i
O=C(NCCCO)NC12CC3CC(CC(C3)C1)C2	2%	-6%	-3%	0%	i
CCn1ccc2cc(OC)ccc2c1=S	-10%	9%	1%	-18%	5.2%
COc1cc2c(=O)n(CCCC(=O)NCC3CCCO3)c(=O)n(CC(=O)c3ccc(F)cc3)c2cc1OC (stereo not given)	3%	5%	-1%	5%	1.2%
COC(=O)Nc1ccc2c(c1)Nc1ccccc1CC2	14%	63%	-28%	6%	2.2%
O=C(c1ccc(F)cc1)C1CCN(C(=O)c2ccccc2F)CC1	4%	11%	-8%	-2%	0.4%
CCOC(=O)CNC(=O)CSc1nnc(NC(=O)c2ccccc2Cl)s1	8%	25%	4%	-8%	i
CN1/C(=C\C=Nc2cc(S(=O)(=O)N3CCOCC3)ccc2N2CCOCC2)C(C)(C)c2ccccc21	-3%	-13%	6%	1%	i
CN(CC(=O)O)c1ccc(C(F)(F)F)cc1[N+](=O)[O-]	.	.	6%	.	0.2%

A run of entries from further up:
SMILES	M. tuberculosis HTS	M. tuberculosis	influenza NS1A	Salmonella PhoP GFP	inhibitors of VEEV	others
COc1ccc(CNC(=O)C[C@H]2C(=O)N(c3ccccc3)C[C@@H]2Cc2ccccc2)cc1	1%	17%	-2%	12%	0.8%	inhibitors of VEEV 10K pilot screen=1.6
Cc1cnc(C(=O)OCc2nc3ccccc3o2)cn1	4%	-8%	-4%	.	i
c1ccc(-c2ccc(-c3nc(-c4ccccn4)no3)cc2)cc1	?	37%	23%	16%	0.3%
CC(=O)OC1CC2(C)C(CCC2(O)C(C)=O)C2CCC3C(Cl)C(=O)CCC3(C)C12 (stereo not given)	.	.	-12%	.	2.8%
Cc1ccc(NC(=O)C2CCCNC2=O)nc1 (stereo not given)	-5%	4%	-3%	-2%	2.4%
COc1ccc(OCc2nc3c4c(ncn3n2)-c2ccccc2CC42CCCC2)cc1	7%	-3%	-9%	-5%	i
O=C(NCCCO)NC12CC3CC(CC(C3)C1)C2	2%	-6%	-3%	0%	i
CCn1ccc2cc(OC)ccc2c1=S	-10%	9%	1%	-18%	5.2%
COc1cc2c(=O)n(CCCC(=O)NCC3CCCO3)c(=O)n(CC(=O)c3ccc(F)cc3)c2cc1OC (stereo not given)	3%	5%	-1%	5%	1.2%
COC(=O)Nc1ccc2c(c1)Nc1ccccc1CC2	14%	63%	-28%	6%	2.2%
O=C(c1ccc(F)cc1)C1CCN(C(=O)c2ccccc2F)CC1	4%	11%	-8%	-2%	0.4%
CCOC(=O)CNC(=O)CSc1nnc(NC(=O)c2ccccc2Cl)s1	8%	25%	4%	-8%	i
CN1/C(=C\C=Nc2cc(S(=O)(=O)N3CCOCC3)ccc2N2CCOCC2)C(C)(C)c2ccccc21	-3%	-13%	6%	1%	i
CN(CC(=O)O)c1ccc(C(F)(F)F)cc1[N+](=O)[O-]	.	.	6%	.	0.2%

(next part)
SMILES	M. tuberculosis HTS	M. tuberculosis	influenza NS1A	Salmonella PhoP GFP	inhibitors of VEEV	others
Cc1ccn(CC(=O)NC2CCCN(Cc3ccc(CC(C)C)cc3)C2)n1 (stereo not given)	-7%	9%	-5%	0%	1.3%
CC(C)(C)OC(=O)C(C)(C)Sc1nnc(N)s1	-5%	-5%	-14%	-3%	1.1%
CCc1ccc(NC(=O)CN2C(=O)CSC2=O)cc1	-8%	-9%	-10%	-2%	2.3%
COc1ccc(CC(CC(=O)O)C(=O)Nc2ccc(OC)cc2)cc1 (stereo not given)	-7%	5%	-2%	0%	1.5%
Nc1ccc(Nc2ccncc2[N+](=O)[O-])cc1	1%	7%	8%	1%	1.2%
Nc1nc(-c2ccc(F)cc2)cc(C(F)(F)F)n1	-3%	-20%	3%	-5%	i
N#Cc1ccc(N2Cc3ccccc3/C2=N/C(=O)Nc2ccc(Cl)cc2)cc1	-7%	2%	-4%	-8%	2.8%
COc1cc(/C=N/NC(=O)C2CC(=O)N(c3ccc(C)cc3)C2)cc(OC)c1OC (stereo not given)	1%	-11%	7%	-3%	1.3%
Clc1ccccc1C1SCC2Nc3ccccc3CN21 (stereo not given)	-1%	-18%	9%	6%	5.9%
O=C(CCCOc1ccc(Cl)cc1Cl)NCc1ccncc1	-4%	15%	-4%	-3%	i
Cc1ccc(NC(=O)c2ccccn2)cc1S(=O)(=O)N1CCOCC1	0%	-17%	-7%	-16%	1.6%
O=C(COc1ccccc1Cl)NCc1ccco1	2%	55%	25%	-8%	i
Cc1cccc(C)c1NS(=O)(=O)c1ccc(-c2cnc(C3CC3)o2)cc1	1%	21%	-2%	-17%	3.1%
COc1ccc(OC)c(NC(=O)NCCCCc2ccccc2)c1	4%	12%	12%	0%	6.3%
COc1ccc(NC(=O)C2CC(=O)OC2c2ccccc2)cc1 (stereo not given)	-6%	2%	-1%	-8%	0.4%
O=C(NC(=S)N1CCN(c2ccc(O)cc2)CC1)c1ccco1	4%	35%	-8%	.	2.7%
Cc1noc(C(=O)Nc2cccnc2Cl)c1Cl	-10%	-8%	-10%	6%	0.7%
CN(CC(=O)Nc1cccc2ccccc12)C(=O)c1ccc(NC(=O)CC#N)cc1	-4%	4%	0%	.	2.7%
COC(=O)c1ccc(CS(=O)(=O)c2ccc(F)cc2)o1	-7%	3%	-9%	7%	1.9%
COc1ccc(C(=O)O)cc1S(=O)(=O)Nc1ccccc1Cc1ccccc1	.	.	-7%	.	0.1%
COc1ccccc1NC(=O)Cc1csc(NC(=O)c2ccccc2)n1	4%	45%	0%	-3%	1.1%
O=C(Nc1ccccc1)OCCOc1ccc(Br)cc1	-2%	-4%	-4%	3%	i
Cc1ccccc1-c1cc(C(=O)NCc2cccc(Br)c2)n(CC2CC(c3cccnc3)=NO2)n1 (stereo not given)	-4%	18%	6%	.	4.6%
COC(=O)CC1C(=O)NCCN1C(=O)c1c(F)cccc1F (stereo not given)	-3%	-3%	9%	-8%	4.1%
N#CCC(=N)N1CCN(c2ccccc2Cl)CC1	-3%	18%	10%	9%	1.1%
CCC(c1nnnn1Cc1ccc2c(c1)OCO2)N1CCN(CC)CC1 (stereo not given)	-5%	3%	4%	-1%	0.5%
COc1ccc(N2CC(C(=O)N/N=C/c3cc([N+](=O)[O-])ccc3O)CC2=O)cc1 (stereo not given)	38%	?	18µM*	134µM*	2.0%
COc1cccc(C2CC(c3ccc(Cl)cc3)n3nc(N)nc3N2)c1 (stereo not given)	-5%	2%	12%	-8%	i
CCc1nnc(NC(=O)CSc2nnc(CSc3nc(C)cc(C)n3)n2C)s1	-2%	5%	-3%	6%	0.8%	inhibitors of VEEV 10K pilot screen=1.3
CCC(C)c1ccccc1NC(=O)COC(=O)c1ccc(C)c(NC(=O)c2ccco2)c1 (stereo not given)	-8%	2%	-9%	9%	0.2%
COc1cccc(OC)c1NC(=O)NC(=O)c1c(OC)c(Br)cc([N+](=O)[O-])c1OC	3%	4%	.	6%	0.3%
CC1(C)CC(=O)C(C(N)=NC(=O)c2ccc([N+](=O)[O-])cc2)=C(O)C1	-4%	4%	-10%	-5%	1.7%

Three entries out of the list, sorted by SMILES length, rising:
SMILES	M. tuberculosis HTS	M. tuberculosis	influenza NS1A	Salmonella PhoP GFP	inhibitors of VEEV	others
O=C(COc1ccccc1Cl)NCc1ccco1	2%	55%	25%	-8%	i
COC(=O)CC1C(=O)NCCN1C(=O)c1c(F)cccc1F (stereo not given)	-3%	-3%	9%	-8%	4.1%
Cc1ccc(NC(=O)c2ccccn2)cc1S(=O)(=O)N1CCOCC1	0%	-17%	-7%	-16%	1.6%

Screening results from PubChem.
